Assay outcomes from PubChem.
NadD block = blocks S. aureus nicotinate mononucleotide adenylyltransferase; purified NadD enzyme, colorimetric absorbance read-out; inhibition, % at 20 µM; hit rate 0.78% among 360,000; AID 602399; in the data active = inhibition above about 26%; note: some compounds past the cut are filed as inactive
SUMO1-SIM PPI = modulators of human SUMO1-mediated protein-protein interactions. P63165. SUMO1 binding to a labelled peptide, TR-FRET, 1 h. inhibition, % at 20 µM. hit rate 0.33% among 360,000. AID 602429; in the data active = inhibition above about 37%
Target sequence (P63165 whole entry, looked up): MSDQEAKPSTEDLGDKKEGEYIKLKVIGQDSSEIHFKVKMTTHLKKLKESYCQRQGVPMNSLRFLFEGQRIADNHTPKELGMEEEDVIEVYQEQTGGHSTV
LMPTP block = blocks human LMPTP phosphatase; AID 651560; recombinant LMPTP-A, OMFP fluorogenic substrate, fluorescence intensity; P24666; hit rate 0.22% among 360,000; inhibition, % at 20 µM;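 active = compounds that cut the enzyme signal by at least half of the control window in the single-dose screen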;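 note: plate controls were DMSO wells with enzyme plus substrate for no effect and substrate without enzyme for full effect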
Target sequence (P24666 whole entry, looked up): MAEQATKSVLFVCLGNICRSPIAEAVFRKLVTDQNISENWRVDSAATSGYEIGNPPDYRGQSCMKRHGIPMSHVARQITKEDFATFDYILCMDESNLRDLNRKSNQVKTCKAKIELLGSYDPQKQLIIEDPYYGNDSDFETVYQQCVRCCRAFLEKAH
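Assay system: LMPTP-A phosphatase enzyme | Input: 0.625 nM enzyme | Also added: Fluorogenic phosphatase substrate OMFP at 400 µM final | Compound dosing: One test concentration per compound, 20 µM, with 3% DMSO overall | Schedule: 50 min enzyme reaction at room temperature, protected from light | Signal: Fluorescence intensity | Benchmarks: no-enzyme and uninhibited controls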
STEP block = STEP (human) phosphatase inhibition; P54829; recombinant STEP, OMFP fluorogenic substrate, fluorescence; inhibition, % at 20 µM; hit rate 0.25% among 360,000;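 active = inhibition at 20 µM, scaled per plate between control wells, above about 37%, limit read from the data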;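 note: 0% = DMSO with enzyme and substrate and 100% = substrate only without enzyme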
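System: STEP phosphatase, cell-free reaction; Buffer or medium: Bis-Tris pH 6.0 buffer with DTT, detergent; Incubation: 20 min at room temperature, dark; Measured by: fluorescence, 480/540 nm.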
DNMT1 block = blocks human DNA methyltransferase DNMT1; P26358; DNMT1 molecular beacon, Hinp1I cleavage, fluorescence; inhibition (reported as % activation of signal), % at 10 µM; hit rate 0.83% among 360,000; in the data active = inhibition above about 50%
CSN inh = inhibitors of human CSN-mediated cullin deneddylation; Q92905; Purified CSN, SCF-Nedd8-OG deneddylation, fluorescence polarization; inhibition, % at 12.5 µM; hit rate 0.38% among 360,000;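 active = pattern-corrected inhibition above about 35%, with an unprinted fluorescence ratio check between 0.5 and 1.5, limit read from the data, passing the limit was not always enough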;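 note: 0% = enzyme with substrate and 100% = substrate without enzyme; some results filed as inactive read as strong as hits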
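test system = HEK293T-derived human Csn5 enzyme | amount = 0.24 nM Csn5 enzyme, final concentration | medium = Tris/NaCl/DTT buffer, pH 7.5 | schedule = 90 min reaction at room temperature | signal = FP | evaluation = inhibition of Csn5 cleavage, % | compound dosing = single dose of 12.5 µM compound with 0.25% DMSO | probe or stimulus = 10 nM SCFSkp2-Nedd8OG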
Neddylation inh = cullin neddylation inhibition | P61081+Q13564 | TR-FRET cullin neddylation, biochemical | calls only at 25 µM | hit rate 0.58% among 360,000 | AID 651699; in the data active = inhibition above about 36%
Scp-1 inhibitor = blocks human Scp-1 phosphatase activity. AID 493091. Recombinant Scp1, phosphopeptide, malachite green phosphate absorbance. inhibition, % at 20 µM. hit rate 0.88% among 340,000;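 active = inhibition above about 50% at 20 µM, limit read from the data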;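 note: plate controls were DMSO wells with enzyme for no effect and wells lacking enzyme for full effect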
Target sequence (Q9GZU7 76-261 limits assumed): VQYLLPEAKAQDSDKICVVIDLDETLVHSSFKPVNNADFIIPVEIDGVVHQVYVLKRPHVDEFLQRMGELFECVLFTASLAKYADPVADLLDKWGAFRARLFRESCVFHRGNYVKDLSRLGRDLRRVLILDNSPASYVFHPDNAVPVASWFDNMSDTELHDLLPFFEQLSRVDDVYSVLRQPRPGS
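assay system = SCP-1 phosphatase catalytic domain, residues 76-261 | buffer or medium = 50 mM Tris acetate pH 5.5, 0.005% Tween-20, 10 mM MgCl2 | incubation = enzyme reaction 45 min at room temperature, colour 5 min, stabilisation 30 min | signal = Phosphate-binding colour reagent, absorbance read at 630 nm | measure = % inhibition at 20 µM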
Rin1 Abl inh = blocks binding of human Rin1 to Abl. P00519+Q13671. TR-FRET Rin1/Abl binding, biochemical. inhibition, % at 7.35 µM. hit rate 0.4% among 360,000. AID 588664; in the data active = inhibition above about 5%, passing the limit was not always enough
Rpn11 inh = Rpn11 (human) deubiquitinase inhibition; calls only at 20 µM; AID 588493; O00487; human 26S proteasome, Ub4-pepOG fluorescence polarization; 20S core pre-blocked with epoxomicin; hit rate 0.59% among 360,000;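 active = inhibition at 20 µM, scaled to each plate's controls, above about 33%, limit read from the data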
Target sequence (O00487 whole entry, looked up): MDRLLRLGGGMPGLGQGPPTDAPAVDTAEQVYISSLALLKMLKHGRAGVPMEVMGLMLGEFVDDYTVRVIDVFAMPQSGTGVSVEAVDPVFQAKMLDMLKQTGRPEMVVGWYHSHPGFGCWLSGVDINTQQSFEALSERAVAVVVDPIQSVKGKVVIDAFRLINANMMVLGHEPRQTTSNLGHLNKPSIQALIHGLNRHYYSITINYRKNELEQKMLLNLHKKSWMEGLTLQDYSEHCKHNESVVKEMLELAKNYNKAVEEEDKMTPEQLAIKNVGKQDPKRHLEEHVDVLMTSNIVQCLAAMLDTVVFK
The depositor's hits bear a star; i = inactive; · = no result given.

1. COc1ccc(CCNC(=O)C(=O)NCC2CCCN2S(=O)(=O)c2cccs2)cc1 (centres undefined)
2. O=C1c2cccc3cccc(c23)C(=O)N1/N=C/c1ccc(O)cc1O
3. CCOC(=O)c1c(NC(=O)c2ccc(S(=O)(=O)N3CCOCC3)cc2)sc2c1CCN(C)C2
4. CC1CCCC(NC(=O)COC(=O)c2c[nH]c(=O)[nH]c2=O)C1C (centres undefined)
5. CC(C)(C)NC(=O)NCC1CCCC1NC(=O)NC(C)(C)C (centres undefined)
6. CCOc1ccc(N(CC(=O)Nc2ccccc2OC)S(C)(=O)=O)cc1
7. COc1ccc(OCc2cc(C(=O)N3CCCC3)no2)c2ccccc12
8. CCOC(=O)C1(Cc2cccc(OC)c2)CCCN(S(=O)(=O)N(C)C)C1 (centres undefined)
entry no.	1	2	3	4	5	6	7	8
NadD block	-4.8	6.4	-6.8	0.6	-9.1	-8.2	5.3	-6.1
SUMO1-SIM PPI	5.6	-21.3	-8.9	-3.6	-3.9	1.8	-1.9	0.3
LMPTP block	0.4	-0.4	2.1	-2.2	-1.3	-2.1	5.8	0.6
STEP block	-1.9	-3.2	0.5	2.5	-1.1	-1.5	2.2	3.2
DNMT1 block	-0.2	12.9	-1.5	0.3	-0.5	-1.0	-20.8	4.8
CSN inh	0.3	-13.9	0.8	-2.1	-0.8	-5.2	-4.9	-2.7
Neddylation inh	i	i	i	i	i	i	i	i
Scp-1 inhibitor	-3.4	-7.8	2.2	6.4	-14.2	-6.2	-7.6	-11.5
Rin1 Abl inh	3.6	-8.5	-3.7	-2.7	-0.2	-1.1	-1.4	-1.1
Rpn11 inh	i	i	i	i	i	i	i	i

9. C=CCNC(=O)c1cc(-c2ccc(Br)cc2)on1
10. O=C(NCc1cccc(F)c1)c1cccc(OC2CCN(C(=O)C3CC3)CC2)c1
11. COC(=O)Cn1c(=O)c(C)nc2ccccc21
12. CC1(C(=O)NS(=O)(=O)c2ccc(Cl)cc2)CCN1C(=O)c1ccccc1CCc1ccccc1 (centres undefined)
13. Cc1ccccc1NC(=O)NCc1cccnc1
14. CCCOC(=O)Nc1nc2ccccc2o1
15. Cc1nn(C(C)C(=O)NC2CCCCCC2)c(=O)c2nn(-c3ccccc3)c(C)c12 (centres undefined)
16. CC1(C)CC(N=c2cc(-c3ccccc3)oc3ccc(Cl)cc23)CC(C)(C)N1
entry no.	9	10	11	12	13	14	15	16
NadD block	-1.4	-5.2	-2.8	4.8	0.6	-3.3	-3.2	-5.9
SUMO1-SIM PPI	3.2	-3.6	-6.5	1.3	2.5	-0.8	-2.1	-14.8
LMPTP block	-0.5	0.1	-0.1	-0.7	-0.8	-0.4	-1.9	-0.1
STEP block	-1.1	0.1	-3.3	-1.3	2.0	-1.7	1.4	-1.5
DNMT1 block	4.4	-0.9	0.9	2.1	1.0	3.2	2.1	75.1*
CSN inh	4.7	2.0	-4.2	3.6	0.4	15.4	6.1	3.4
Neddylation inh	i	i	i	i	i	i	i	i
Scp-1 inhibitor	-8.4	-14.9	-5.2	·	-10.8	3.8	-4.0	3.2
Rin1 Abl inh	-0.6	3.9	-4.1	-1.2	-1.6	0.0	2.3	-0.3
Rpn11 inh	i	i	i	i	i	i	i	i

17. O=C(NCCCN1CCOCC1)c1cc(S(=O)(=O)N2CCOCC2)ccc1Cl
18. N#Cc1nc(-c2cccs2)oc1NCCN1CCOCC1
19. CC(C)Oc1ccc(C(=O)Nc2c3c(nn2C(C)(C)C)CS(=O)(=O)C3)cc1
20. COC(=O)CN(C#N)c1nc(NC(C)C)nc(OC)n1
21. O=C1N=NC(=O)N1c1ccccc1
22. Cc1noc(C)c1COc1ccccc1C(=O)N(C)CC(=O)Nc1ccc(Cl)c(Cl)c1
23. Cc1ccc(NC(=O)C2CCCN2S(=O)(=O)c2ccc3c(c2)n(C)c(=O)c(=O)n3C)cc1 (centres undefined)
24. O=c1oc2ccccc2c(NC2CCCCC2)c1NS(=O)(=O)c1ccc(Cl)cc1
entry no.	17	18	19	20	21	22	23	24
NadD block	2.6	2.8	-7.1	-0.4	0.6	-8.4	-2.4	-3.5
SUMO1-SIM PPI	0.7	-4.8	-2.1	-2.7	0.6	4.1	-5.0	3.4
LMPTP block	0.7	1.7	-1.1	-0.4	-1.1	-0.8	-2.2	1.4
STEP block	0.4	1.9	0.9	0.6	3.5	2.0	-1.7	-1.7
DNMT1 block	0.4	4.2	3.6	4.2	0.0	3.6	2.2	-1.7
CSN inh	5.9	1.5	-7.5	-3.1	-1.9	5.1	0.8	0.9
Neddylation inh	i	·	i	i	i	i	i	i
Scp-1 inhibitor	-10.4	-7.2	-11.2	-4.0	-14.5	-0.1	7.3	-9.1
Rin1 Abl inh	2.5	-5.7	1.4	4.0	0.3	-2.7	-2.5	1.3
Rpn11 inh	i	i	i	i	i	i	i	i

25. CC(C)Cc1cc(C(=O)N2CCCC(C(=O)c3cc(F)ccc3F)C2)no1 (centres undefined)
26. S=c1[nH]nc(CSCc2ccccc2Cl)n1C1CCCCC1
27. Cc1ccc(C(O)c2ncc(-c3ccccc3C(F)(F)F)[nH]2)cc1F (centres undefined)
28. COc1ccc(-c2cc(=O)oc3cc(OCC(=O)NCCN4CCOCC4)ccc23)cc1
29. Cc1cc(S(=O)(=O)NCc2ccc3c(c2)OCO3)ccc1F
30. CCOc1ccc(CCNC(=O)CN2CCN(Cc3ccc(F)cc3)C2=O)cc1OCC
31. CC(C)C1Oc2ccccc2N(CC(=O)N(Cc2ccncc2)Cc2ccco2)C1=O (centres undefined)
32. COc1ccc(C(CCN(Cc2ccc(OC)c(OC)c2)C(C)=O)C(C)C)cc1 (centres undefined)
entry no.	25	26	27	28	29	30	31	32
NadD block	-6.7	-4.2	-0.4	-3.7	-7.1	-4.9	8.7	-1.2
SUMO1-SIM PPI	0.1	-0.5	5.3	-26.7	4.4	5.2	1.6	-0.5
LMPTP block	1.6	-0.1	-0.1	-1.0	0.1	-0.8	-0.2	0.1
STEP block	0.3	1.5	-2.6	1.0	-1.1	4.0	-2.8	2.9
DNMT1 block	2.2	9.9	2.6	1.5	4.8	0.0	-3.9	-1.3
CSN inh	-4.6	3.2	2.8	-1.8	-2.5	-1.0	4.8	-0.6
Neddylation inh	i	i	i	i	i	i	i	i
Scp-1 inhibitor	-9.1	1.9	·	-8.5	-2.0	-5.6	1.4	-10.0
Rin1 Abl inh	1.7	0.3	-1.5	-0.7	0.2	0.8	-1.8	2.6
Rpn11 inh	i	i	i	i	i	i	i	i

Sorted by count of non-hydrogen atoms (highest first): some entries from above
28. COc1ccc(-c2cc(=O)oc3cc(OCC(=O)NCCN4CCOCC4)ccc23)cc1
25. CC(C)Cc1cc(C(=O)N2CCCC(C(=O)c3cc(F)ccc3F)C2)no1 (centres undefined)
27. Cc1ccc(C(O)c2ncc(-c3ccccc3C(F)(F)F)[nH]2)cc1F (centres undefined)
entry no.	28	25	27
NadD block	-3.7	-6.7	-0.4
SUMO1-SIM PPI	-26.7	0.1	5.3
LMPTP block	-1.0	1.6	-0.1
STEP block	1.0	0.3	-2.6
DNMT1 block	1.5	2.2	2.6
CSN inh	-1.8	-4.6	2.8
Neddylation inh	i	i	i
Scp-1 inhibitor	-8.5	-9.1	·
Rin1 Abl inh	-0.7	1.7	-1.5
Rpn11 inh	i	i	i

Remaining list, next part:
33. CCOC1=C2[C@@H](CN(S(=O)(=O)c3ccc(C)cc3)[C@H]2c2ccccc2F)[C@H]2C(=O)NC(=O)[C@H]2C1
34. COc1ccc2nc(COC(=O)c3cccc([N+](=O)[O-])c3)c(C(C)=O)[n+]([O-])c2c1
35. COc1cc(C2C(C#N)=C(N)Oc3cc(O)ccc32)cc2c1OCO2 (centres undefined)
36. O=C(/C=C/c1ccc(OCCCF)cc1)Nc1ccnc(-c2cccnc2)n1
37. Cc1cccc(C)c1OCc1cc(C(=O)N2CCC(C3CCCCC3)C2)no1 (centres undefined)
38. Nc1nc(Cl)c(C=O)c(N2CCCCC2)n1
39. Cc1ccc(NC(=O)CNc2cccc(Br)c2)cc1S(=O)(=O)N1CCOCC1
40. N/C(=N\OC(=O)c1ccccc1Cl)c1ccncc1
41. Cc1ccccc1C(=O)Nc1nnc(S(=O)(=O)N(C)Cc2ccco2)s1
42. CN(C)c1nc(N)nc2c1ncn2C1OC(CO)CC1O (centres undefined)
entry no.	33	34	35	36	37	38	39	40	41	42
NadD block	-4.9	0.7	-3.7	-2.1	4.2	2.4	0.7	0.0	-1.1	-5.3
SUMO1-SIM PPI	6.9	-6.5	1.5	-25.9	4.8	1.4	3.4	-0.5	3.0	6.0
LMPTP block	-6.2	1.2	-0.3	1.0	4.9	-2.5	1.4	-1.5	-0.2	-0.9
STEP block	1.9	-0.5	-1.8	-1.6	-0.4	-2.4	-4.8	-0.6	1.0	-0.4
DNMT1 block	5.2	-5.6	-4.8	-3.6	-0.1	0.5	-10.1	4.5	7.1	-2.7
CSN inh	-3.1	2.6	-1.6	19.7	-0.8	4.5	4.5	5.8	-0.7	-1.4
Neddylation inh	i	i	i	i	i	i	i	i	i	i
Scp-1 inhibitor	·	-7.0	-2.3	2.2	-4.8	-7.4	-7.3	-3.5	-3.5	·
Rin1 Abl inh	4.2	-1.3	2.3	0.1	-2.4	-3.0	0.5	0.5	6.0	1.9
Rpn11 inh	i	i	i	i	i	i	i	i	i	i

A few values from the entries so far.
Value of CN(C)c1nc(N)nc2c1ncn2C1OC(CO)CC1O (centres undefined) under LMPTP block: -0.9
Value of O=C(/C=C/c1ccc(OCCCF)cc1)Nc1ccnc(-c2cccnc2)n1 under DNMT1 block: -3.6
Value of Cc1ccc(NC(=O)CNc2cccc(Br)c2)cc1S(=O)(=O)N1CCOCC1 under SUMO1-SIM PPI: 3.4
Value of Cc1ccccc1C(=O)Nc1nnc(S(=O)(=O)N(C)Cc2ccco2)s1 under LMPTP block: -0.2
